VHR inh color – VHR1 phosphatase inhibitors, primary screen, biochemical, colorimetric, HTS | Dual specificity protein phosphatase 3 (Homo sapiens), P51452 | recombinant VHR phosphatase, colorimetric substrate read-out | inhibition, % at 20 µM | 50,000 compounds, 0.7% hits; in the data active = inhibition above about 60%; also: some results filed as inactive read as strong as hits
Target sequence (P51452 whole entry, looked up): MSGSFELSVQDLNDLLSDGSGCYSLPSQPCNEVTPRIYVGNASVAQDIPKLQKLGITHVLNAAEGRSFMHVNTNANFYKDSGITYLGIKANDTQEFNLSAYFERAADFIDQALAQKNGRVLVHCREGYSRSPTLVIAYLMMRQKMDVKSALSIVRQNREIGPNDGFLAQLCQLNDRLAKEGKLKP
* hit, by the source's call.

SMILES	VHR inh color
CC(C)c1ccc(CNc2cc(N3CCCC3)ccc2[N+](=O)[O-])cc1	-18
O=C(O)c1cccnc1SC1CC(=O)N(c2cccc(C(F)(F)F)c2)C1=O (stereo not drawn)	-11
O=C(NCCCn1ccnc1)C(=O)Nc1ccc(Br)cc1	12
C=CCOc1ccccc1/C=N/NS(=O)(=O)c1ccc(Cl)cc1	-25
O=C1/C(=C/c2ccc(I)cc2)SC(=S)N1c1ccc([N+](=O)[O-])cc1	5
COC(=O)C1=C(C)NC2=C(C(=O)c3ccccc32)C1c1ccc(Br)o1 (stereo not drawn)	-15
O=C1/C(=C/c2ccc(-c3ccccc3[N+](=O)[O-])o2)SC(=S)N1c1cccc(Cl)c1	14
O=C(Nc1ccccc1)Nc1nnc(CSCc2ccc(F)cc2)s1	-14
CCOc1ccc2oc(C)c(C(=O)OCCOC)c2c1	-13
O=C(CCC1CCCC1)Nc1ccc([N+](=O)[O-])cc1	-8
COC(=O)c1sc(NC(=O)c2ccccc2OC)c(C(=O)OC)c1C	-20
CC1C(C(=O)N(C=O)c2ccccc2)C2C=CC1C21CC1 (stereo not drawn)	-30
CCc1ccc(O)c(N=Cc2ccccc2O)c1	-12
COC(=O)c1cc(C(=O)Nc2cc(C(=O)OC)ccc2C(=O)OC)cc([N+](=O)[O-])c1	-32
COc1ccc(N(CC(=O)Nc2cccc(Cl)c2)S(C)(=O)=O)c(OC)c1	-15
Cc1ccc(/C=C2/NC(=S)NC2=O)s1	-5
O=C(NCc1ccc(Cl)cc1)c1cccc(I)c1	-4
COc1ccc(C2/C(=C(\O)c3ccccc3)C(=O)C(=O)N2CCCCCC(=O)O)c(OC)c1 (stereo not drawn)	-4
CCOc1ccc(NC(=O)CCN2C(=O)S/C(=C\c3ccc(OC)c(OC)c3)C2=O)cc1	2
Cc1cc2nc(-c3cccc(NC(=O)COc4ccccc4[N+](=O)[O-])c3)oc2cc1C	-25
COc1ccccc1C(=O)N1CCN(Cc2ccccc2Cl)CC1	18
COc1cc(Cl)cc(/C=C2/C(=O)NC(=O)N(c3cccc(C)c3)C2=O)c1O	12
Cc1cc(C)cc(CSCC(=O)O)c1	-17
Cc1cc(Cl)ccc1NC(=O)c1ccc(N(Cc2ccccc2)S(C)(=O)=O)cc1	0
Cc1ccccc1-n1c(O)c(C=NCc2ccccc2F)c(=O)[nH]c1=O	-19

6 entries drawn at random from the list so far, as already listed:
SMILES	VHR inh color
C=CCOc1ccccc1/C=N/NS(=O)(=O)c1ccc(Cl)cc1	-25
Cc1cc(C)cc(CSCC(=O)O)c1	-17
COc1ccccc1C(=O)N1CCN(Cc2ccccc2Cl)CC1	18
COc1ccc(C2/C(=C(\O)c3ccccc3)C(=O)C(=O)N2CCCCCC(=O)O)c(OC)c1 (stereo not drawn)	-4
CC(C)c1ccc(CNc2cc(N3CCCC3)ccc2[N+](=O)[O-])cc1	-18
O=C(O)c1cccnc1SC1CC(=O)N(c2cccc(C(F)(F)F)c2)C1=O (stereo not drawn)	-11

(list continues)
SMILES	VHR inh color
CCOc1ccc(N2C(=O)/C(=C/c3ccccc3C(=O)O)SC2=S)cc1	14
NC(=O)c1ccccc1N=Cc1cccc([N+](=O)[O-])c1	1
COc1ccc(NC(=O)C(=O)NC2CC2)cc1	-9
C/C(=N\NC(=O)c1cc(C23CC4CC(CC(C4)C2)C3)[nH]n1)c1cccs1	-11
O=C(Nc1ccccc1Oc1ccccc1)C(c1ccccc1)c1ccccc1	-20
Cn1c2ccccc2c2nnc(SCCN3CCOCC3)nc21	0
Cc1[nH]c2ccccc2c1C=Nc1cccc([N+](=O)[O-])c1C	-9
CN(C)CCN1C(=O)C(=O)/C(=C(/O)c2ccccc2)C1c1ccc(Cl)cc1 (stereo not drawn)	-2
O=C(Nc1ccc(Cl)cn1)c1cc(I)ccc1Cl	-14
CCOc1ccc(NC2=C(Cl)C(=O)N(c3cccc(Cl)c3)C2=O)cc1	-7
CC(=O)Nc1c(-c2ccc(C)cc2)nc2ccc(Cl)cn12	7
CC1=C(C(=O)OCc2ccccc2)C(c2ccc(F)c(Br)c2)CC(=O)N1 (stereo not drawn)	5
Cc1c(Cl)cccc1N1C(=O)C2C3C=CC(C3=C3CCCCC3)C2C1=O (stereo not drawn)	-13
Cc1ccc(C(=O)N/C(=C\c2cccc([N+](=O)[O-])c2)C(=O)Nc2ccc(C)c(C)c2)cc1	-12
Cc1nonc1NC(=O)CN1CCCC1	-8
COc1cc(F)ccc1S(=O)(=O)n1cnc2cc(C)c(C)cc21	14
CN(C)c1ccc(/C=N\OC(=O)Nc2ccccc2Cl)cc1	-15
CN(CCO)C(=O)c1c(NC(=O)c2ccccc2)sc2c1CCCC2	-2
CN(C)C(=O)NC(NC(=O)N(C)C)C(=O)c1ccccc1	-26
CCCOc1ccc(/C=C2\C(=O)N(c3cccc(C(=O)O)c3)N=C2C)cc1OC	-3
NC(=O)C1CCN(C(=O)c2cccc(C#Cc3ccccc3)c2)CC1	-11
CC(=O)c1ccc(NC(=O)c2cc3c(ccc4ccccc43)oc2=O)cc1	6
CCOC(=O)COc1cccc2nsnc12	-9
Nc1nc2ccccc2n1C(=O)c1c(Cl)cccc1Cl	-3
O=C(O)C(c1ccccc1)N1C(=O)c2cccc3cccc(c23)C1=O (stereo not drawn)	0

Four of the compounds above, as comma-separated lines:
SMILES,VHR inh color
CCCOc1ccc(/C=C2\C(=O)N(c3cccc(C(=O)O)c3)N=C2C)cc1OC,-3
NC(=O)C1CCN(C(=O)c2cccc(C#Cc3ccccc3)c2)CC1,-11
CC(=O)c1ccc(NC(=O)c2cc3c(ccc4ccccc43)oc2=O)cc1,6
CCOC(=O)COc1cccc2nsnc12,-9

Later entries:
SMILES	VHR inh color
Cc1ccc(C(=O)Nc2nc3ccccc3n2Cc2ccc(Cl)cc2)cc1	-23
O=C(NC(NC(=S)Nc1c(Cl)cccc1Cl)C(Cl)(Cl)Cl)c1ccccc1 (stereo not drawn)	-18
O=C(O)CCCCCN1C(=O)C(=O)/C(=C(\O)c2ccc(Br)cc2)C1c1cccc(F)c1 (stereo not drawn)	0
Cc1ccc(N2C(=O)NC(=O)/C(=C\c3ccc(O)c(Cl)c3)C2=O)cc1	-19
COC(=O)c1sc2ccccc2c1N	-16
Cc1cccc(N2C(=O)/C(=C/c3cc(C)n(C)c3C)C(=O)NC2=S)c1	-14
N#C/C(=C\c1ccc2c(c1)OCO2)C(=O)Nc1ccc(F)cc1	0
COc1ccc(C(=O)NC(=S)NCc2ccco2)cc1	56
CCCOC(=O)c1ccc(NC(=O)/C=C/c2ccc3c(c2)OCO3)cc1	-6
CC(C)(C)c1ccccc1OCC(=O)Nc1nccs1	8
O=C(CCc1ccccc1)NNC(=O)c1ccc(F)cc1	5
CCOC(=O)C1=C(C)N=c2s/c(=C\c3ccc(-c4cc([N+](=O)[O-])ccc4C)o3)c(=O)n2C1c1ccc2c(c1)OCO2 (stereo not drawn)	-35
COc1cc(-c2nc3sc4c(c3c(=O)[nH]2)CCCC4)ccc1OCc1cccc(F)c1	16
CCOC(=O)c1c(NC(=O)c2cccc(Cl)c2)sc(C(=O)Nc2cccc(C(F)(F)F)c2)c1C	4
Cc1ccc(NC(=O)c2ccccc2N(Cc2ccccc2)S(C)(=O)=O)cc1Cl	-4
O=S(=O)(Nc1ccc(Cl)cn1)c1ccc2ccccc2c1	-2
COc1ccc(OC)c(/C=C2/SC(=S)N(c3ccccc3OC)C2=O)c1	-27
COc1ccc(CCNC(=O)c2cccc([N+](=O)[O-])c2C)cc1OC	-12
COc1ccc(/C=C/C(=O)c2ccc([N+](=O)[O-])cc2)s1	8
COc1ccc(C(O)Cc2nc3ccccc3n2Cc2ccc(Cl)cc2)cc1 (stereo not drawn)	-21
Cc1ccccc1C(=O)Nc1sc2c(c1C(=O)N1CCN(Cc3ccccc3)CC1)CCC(C)C2 (stereo not drawn)	-4
CCOc1ccc(NC(=O)CN(c2ccc(OC)c(Cl)c2)S(=O)(=O)c2ccccc2)cc1	-28
COc1ccc(N2C(=O)c3ccccc3NC2c2ccc(OC)c(COc3ccc(NC(C)=O)cc3)c2)cc1 (stereo not drawn)	-29
O=C(CN(c1cccc(Cl)c1)S(=O)(=O)c1ccccc1)NCc1ccncc1	9
Nc1nonc1-c1nc2ccccc2n1Cc1ccc(Cl)cc1	-17
SMILES	VHR inh color
O=C1CC(Nc2ccc(F)cc2)C(=O)N1c1ccc(Br)cc1 (stereo not drawn)	-17
CC(C)(C)c1ccc(/C=C/C(=O)n2cccn2)cc1	5
Cc1ccc(-c2cc(OC(=O)c3ccccc3)cc3sc(=O)oc23)cc1	-8
CCCc1cc(C(=O)OC)c(NC(=O)c2cccc(OC(C)C)c2)s1	5
CC(=O)Nc1ccc(NC(=O)c2c(Cl)cccc2Cl)cc1	-25
O=C(Nc1cc(F)c(F)cc1Cl)OCc1cccc([N+](=O)[O-])c1	0
Nc1nc(Nc2ccccc2)nc(NCc2ccccc2)c1[N+](=O)[O-]	-11
O=C(N/N=C/c1c[nH]c2ccccc12)c1cc(C23CC4CC(CC(C4)C2)C3)[nH]n1	-1
COc1ccccc1NC1=NC2(CCCCC2)N=C(N)N1	-12
Cc1c(-c2ccc(F)cc2)[n+](=O)c2c(n1[O-])CCC2	-7
CC(=O)NS(=O)(=O)c1ccc(NC(=O)c2ccc([N+](=O)[O-])cc2Cl)cc1	0
N#CC1=C(N)Oc2cc(O)ccc2C1C1CCCCC1 (stereo not drawn)	5
Cc1ccccc1N1C(=O)c2cccc3c(C(=O)O)ccc(c23)C1=O	-48
Cc1c(C(=O)Nc2ccc(S(=O)(=O)Nc3nccs3)cc2)cccc1[N+](=O)[O-]	-18
C/C(=N\NC(=O)COc1ccc(Cl)cc1)c1ccc(Cl)s1	-5
CCCc1[nH]nc2c1C(C1CCCCC1)C(C#N)=C(N)O2 (stereo not drawn)	2
CCOC(=O)COc1ccc(-c2nc3sc4c(c3c(=O)[nH]2)CCCC4)cc1OC	5
O=C(Nc1ccc2nn(-c3ccccc3)nc2c1)c1cc(I)ccc1Cl	-10
O=C(CCN1CCOCC1)c1ccc(Cl)cc1	3
CCOc1ccc(C2=Cc3cc(OC)c(OC)cc3S(=O)(=O)O2)cc1	-4
COc1ccc(N(CC(O)CN2C(=O)NC(C)(C)C2=O)S(=O)(=O)c2ccc(C)cc2)cc1 (stereo not drawn)	5
COc1cc(CSc2ncn[nH]2)c(OC)cc1CSc1ncn[nH]1	4
COc1cc(Cl)cc(/C=C2\C(=O)NC(=O)N(c3ccc(Br)c(C)c3)C2=O)c1O	-9
C=CCc1ccccc1OCCn1cc(/C=C2/SC(=S)NC2=O)c2ccccc21	-16
O=C1C2CCCCC2C(=O)N1CC(=O)N1c2ccccc2Sc2ccc(C(F)(F)F)cc21 (stereo not drawn)	-52
SMILES	VHR inh color
CCCCS(=O)(=O)N1CN(S(=O)(=O)CCCC)C2NC(=O)NC21 (stereo not drawn)	-18
Cc1ccc([N+](=O)[O-])cc1NC(=O)CN1C(=O)c2ccccc2C1=O	5
CSc1ccc(/C=C/C(=O)c2ccc(NC(=O)c3ccccc3F)cc2)cc1	0
COc1ccc(C(O)(CNCc2ccccc2)c2ccccc2)cc1 (stereo not drawn)	12
COc1cc(C=C2C(=O)N(C)C(=O)N(C)C2=O)ccc1OCCOc1ccccc1	-6
COc1cc(/C=C2/C(=O)NC(=O)N(c3ccc(Cl)cc3)C2=O)cc([N+](=O)[O-])c1O	6
COc1cc(NC(=O)c2cc([N+](=O)[O-])ccc2N2CCCCC2)c2ncccc2c1	-10
Cc1cccc(C(=O)O/N=C(\N)c2cccnc2)c1	-13
CSc1nc2ccc(NC(=O)CSc3ccccn3)cc2s1	-9
Cc1ccc(Cn2c3ccccc3n3cc(-c4ccc([N+](=O)[O-])cc4)nc23)cc1	-4
Cn1c(=O)c2c(nc(Oc3cccc(/C=N/NC(N)=S)c3)n2C)n(C)c1=O	-4
CN(C)c1ccc(NC(=O)c2cccnc2)cc1	0
Clc1ccccc1CN1CCN(Cc2ccccn2)CC1	-5
CCOC(=O)CP(=O)(c1ccc(C)cc1)c1ccc(C)cc1	-5
O=C(OCC1CCS(=O)(=O)C1)c1ccccc1 (stereo not drawn)	-13
COc1ccc(S(=O)(=O)N(CC(=O)N2CCN(c3ccccc3)CC2)c2ccc(C)cc2)cc1OC	1
COc1c(Br)cc(Br)cc1/C=N/NC(=O)COc1ccccc1[N+](=O)[O-]	-7
O=C1c2ccccc2C(=O)N1CCSc1ncn[nH]1	-7
Cc1ccc(-c2nnc(-c3cccc(F)c3)o2)cc1	-6
Cc1ccccc1OCC(=O)Nc1ccc(Cl)cc1	-6
COc1cc2c(cc1OC)C(c1ccc(Br)cc1)OC1=C2C(=O)c2ccccc21 (stereo not drawn)	6
O=[N+]([O-])c1cccc(-c2noc(-c3ccccc3Cl)n2)c1	-2
COc1ccccc1/C=N/Nc1nc(N2CCOCC2)nc(N2CCOCC2)n1	-11
COc1cc(CNc2ccc(Br)cc2C)cc(OC)c1OC	-8
Cc1cc(/C=N/NC(=O)CC#N)c(C)n1-c1ccc(Cl)cc1Cl	7

Reformatted with each value named: entries from further up.
Molecule: COc1cc(NC(=O)c2cc([N+](=O)[O-])ccc2N2CCCCC2)c2ncccc2c1
  VHR inh color = -10

Molecule: Cn1c(=O)c2c(nc(Oc3cccc(/C=N/NC(N)=S)c3)n2C)n(C)c1=O
  VHR inh color = -4

The list goes on:
SMILES	VHR inh color
CCOc1c(Br)cc(C2C3=C(CC(C)(C)CC3=O)OC3=C2C(=O)CC(C)(C)C3)cc1OC	-8
COC(=O)c1ccccc1NC(=O)c1cc(OC(C)=O)cc(C(=O)Nc2ccccc2C(=O)OC)c1	18
CC(C)c1cc(Nc2cccc(O)c2)cc(C(C)C)c1O	48
O=C1CC(NCc2ccc3c(c2)OCO3)C(=O)N1c1cccc(Br)c1 (stereo not drawn)	-6
COc1ccc(N2C(=O)c3ccccc3NC2c2c(F)c(F)c(F)c(F)c2F)cc1 (stereo not drawn)	-12
CCN(CC)C(=O)CSc1nsc(SCC(=O)N(CC)CC)n1	-16
O=C1SC(Nc2ccccc2)C(=O)N1c1ccc(Br)cc1 (stereo not drawn)	-1
O=C(NCCO)C(=O)Nc1ccc(F)cc1	-20
Cc1sc2nc(-c3ccc(Br)cc3)[nH]c(=O)c2c1C	48

Screening data as filed in PubChem BioAssay.

Not all compounds are listed (hit frequency here may not be typical).
